Cneo AK release – Cryptococcus neoformans cell lysis inducers, primary screen, AK release luminescence, single concentration | C. neoformans lysis, adenylate kinase release luminescence, 4 h; normalised: neutral wells 0, clomiphene wells 100 | lysis activity, % at 15 µM | 360,000 tested, 0.2% active | AID 651654, 2012;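 active means mean lysis activity across replicates of at least 80%, whatever share of replicates individually reach that level; inactive means mean lysis activity below 80%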
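Material: C. neoformans cells | Amount: Yeast cell density of 5 × 10^6 cells/mL | Medium: Fresh YPD growth medium | Dosing: Single dose | Times: Static 4 h at 37 °C with compound, 1 h detection | Detection: AK luminescence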
LGR2 antag – inhibitors of bursicon-induced LGR2 CRE-luciferase signal, primary screen, cell-based, HEK293, CRE-luciferase reporter, bursicon stimulation | bursicon-stimulated, 4 h | inhibition, % at 9.99 µM | 380,000 tested, 0.35% active | Drosophila bursicon receptor LGR2 (rickets) | AID 720647, 2013;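 active means drop in luminescence signal, shown as inhibition above about 50% in the replicate tests, limit read from the data, passing the limit was not always enough; inconclusive means probably only some replicates passing the limit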;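 further: agonist challenge used bursicon conditioned medium at about half maximal strength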
INS-1E GSIS act – GLuc luminescence reporter in INS-1E cells, primary screen for activators of glucose-dependent secretion of insulin. AID 743287, 2014. 370,000 tested, 0.61% active. activation, % at 16.6 µM. INS-1E GLuc reporter insulin secretion, 2-3 h;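 active means lowest replicate activation of at least 40%, so every replicate reaches that level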;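 further: 0% = median of neutral control wells and 100% = median of IBMX positive control wells; some compounds called inactive have numbers as strong as hits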
PglD inh – C. jejuni PglD acetyltransferase inhibitors, primary screen, biochemical, DTNB colorimetric, single point; UDP-N-acetylbacillosamine N-acetyltransferase PglD (Campylobacter jejuni); purified PglD enzyme, DTNB colorimetric CoA detection; inhibition, % at 12.5 µM; 360,000 tested, 0.098% active; AID 602405, 2012; in the data active means inhibition above about 16%, passing the limit was not always enough; inconclusive means no clear call, values can overlap the other calls; further: strong numbers were not always called active
ARNT-TACC3 inh – disruptors of ARNT/TACC3 protein interaction, primary screen, biochemical, AlphaScreen, single concentration; Transforming acidic coiled-coil-containing protein 3 (Homo sapiens), Q9Y6A5; AlphaScreen His-ARNT PAS-B/GST-TACC3 binding, luminescence; TACC3 fragment carries E629A point mutation; inhibition, % at 9.99 µM; 390,000 tested, 0.66% active;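 active means mean inhibition of replicates at least 50% and at least half of replicates each reaching 50%; inconclusive means half or more replicates reach 50% but mean below 50%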;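 further: 0% = complete ARNT plus TACC3 wells and 100% = ARNT alone without TACC3; many hits fall short of the cut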
Statin myotox sup – suppressors of statin myotoxicity in C2C12 myotubes, primary screen, cell-based, single point, plate reader. AID 602340, 2012. C2C12 myotubes + simvastatin, ATP luminescence, 48 h; scaled: DMSO 0, geranylgeraniol control 100. rescue of ATP level, % at 7.49 µM. 330,000 tested, 0.78% active;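 active means mean ATP rescue above about 67%, or every replicate alone reaching that limit, limit read from the data, passing the limit was not always enough; inconclusive means no clear call, values can overlap the other calls; inactive means mean under the limit and some replicate under it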;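 further: myotubes were challenged with 10 µM simvastatin during compound exposure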
PGC1a acetyl inh – inhibitors of PGC1a acetylation signal, primary screen, cell-based, U2OS, AlphaScreen, inhibitor mode | AID 651687, 2012 | inhibition, % at 15.6 µM | AlphaScreen anti-acetyl-lysine; with virally co-expressed GCN5 acetyltransferase | 350,000 tested, 0.17% active;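 active means every replicate shows inhibition of at least 40%; inconclusive means mean inhibition at least 40% but some replicate below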;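 further: 0% = neutral control wells and 100% = positive control wells; some results beyond the cut were filed as inactive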
PAX8 inh HTS – inhibitors of PAX8-driven TPO luciferase reporter, primary screen, RMG-I cells, single concentration. AID 652154, 2013. 360,000 tested, 1.2% active. inhibition, % at 12.6 µM. SteadyGlo, 24 h;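 active means mean replicate inhibition at least 60% with every replicate also reaching 60%; inconclusive means only one of the two criteria is met; inactive means mean below 60% and not all replicates reaching 60%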;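 further: luciferase light reporting Pax8 driven TPO promoter activity; plate controls were median of neutral control wells for no effect and mitoxantrone controls for full effect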
* = called active by the depositor; ? = inconclusive; . = not tested or not shown.

SMILES | Cneo AK release | LGR2 antag | INS-1E GSIS act | PglD inh | ARNT-TACC3 inh | Statin myotox sup | PGC1a acetyl inh | PAX8 inh HTS
CNC(=O)CN(C)S(=O)(=O)c1ccc(F)cc1 | 4.8 | 15.3 | 10.0 | 1.9 | 3.2 | 12.3 | 2.3 | .
CCCOP(=O)(c1ccc(N(C)C)cc1)C(O)c1cc(OC)c(OC)c(OC)c1 (stereo unspecified) | 2.9 | . | . | -11.3 | 0.4 | 5.1 | -9.1 | 0.7
O=C(Nc1cccnc1)C1CCN(S(=O)(=O)c2cccs2)CC1 | . | -13.1 | 0.7 | . | -12.9 | . | . | -4.5
C[C@@H]1CN([C@H](C)CO)C(=O)c2cc(NC(=O)Nc3ccc(C(F)(F)F)cc3)ccc2O[C@@H]1CN(C)Cc1ccc2c(c1)OCO2 | -0.1 | 12.9 | -15.0 | -0.3 | 1.3 | -5.4 | 12.5 | .
O=C(C[C@@H]1C[C@@H]2c3cc(NC(=O)C4CCOCC4)ccc3O[C@@H]2[C@@H](CO)O1)NCC1CC1 | -1.3 | 8.7 | -0.1 | 3.1 | -9.1 | 2.9 | 10.3 | -0.4
Cc1ccc(S(=O)(=O)NCC[C@H]2CC[C@@H](NC(=O)Nc3cccc(F)c3)[C@H](CO)O2)cc1 | -2.4 | 1.3 | -14.6 | 1.7 | -6.7 | -5.4 | 2.8 | 12.9
COc1ccc(S(=O)(=O)N2CCOCC2)cc1NC(=O)CSc1nnnn1C1CC1 | 0.1 | . | . | -6.3 | 3.0 | -5.8 | 5.7 | 2.1
COc1ccc(COC(=O)c2ccc(Cl)c(S(=O)(=O)N3CC(C)OC(C)C3)c2)cc1 (stereo unspecified) | -5.8 | 3.9 | -16.2 | 1.9 | -2.6 | 16.6 | 0.0 | .
CN(C)C(CNC1CC(C)(C)NC(C)(C)C1)c1cccc(F)c1 (stereo unspecified) | 2.1 | 1.0 | -22.4 | -4.3 | 1.3 | -6.9 | 0.7 | 7.6
CCOc1ccc(-n2cc(C(=O)c3cc(Cl)ccc3O)cc(C#N)c2=O)cc1 | . | 18.2 | -8.7 | . | -2.9 | . | -17.7 | -7.1
C[C@H](NC(=O)C1CC(=O)N(c2ccc(F)cc2)C1)C(=O)N1CCCCC1 (stereo partly specified) | -2.7 | -2.3 | -0.7 | -0.4 | 0.4 | 6.3 | -5.7 | 16.0
COc1cc(OC)c(OC)cc1/C=N/NC(=O)C[n+]1ccccc1 | . | -7.7 | 26.8 | . | 0.5 | . | . | 4.0
Cc1ccc(CCNC(=O)C2CCN(S(=O)(=O)c3cccc4nonc34)CC2)cc1 | 0.6 | . | . | -1.3 | 15.9 | -12.7 | -7.1 | .
COCCN(C(=O)/C=C/c1ccccc1)c1c(N)n(Cc2ccccc2)c(=O)[nH]c1=O | . | 7.6 | 12.7 | . | -4.0 | . | 4.7 | 2.6
CCCC#Cc1ccc([C@H]2[C@@H](C#N)N(S(C)(=O)=O)[C@@H]2CO)cc1 | -2.0 | -9.2 | -4.1 | 0.4 | 1.3 | -8.6 | -0.6 | -36.6
COC(=O)C1=C(CS(=O)(=O)c2ccc(Cl)cc2)NC(=O)NC1c1ccc(O)cc1 (stereo unspecified) | 7.1 | -12.3 | 0.2 | -1.9 | -6.4 | 3.6 | 4.1 | 22.9
CN(C)C(=O)c1cccc(-c2ccc3c(c2)[C@@H]2[C@@H](CCN2C(=O)C2CC2)[C@@H](CO)N3)c1 | 54.0 | -11.7 | -4.1 | 1.9 | 1.2 | -13.7 | 7.5 | 20.6
O=C(NCCc1nc(-c2ccccc2)cs1)c1ccc(Br)cc1 | -1.9 | -0.1 | -23.2 | 2.5 | -3.2 | . | -9.0 | .
C=CCN(CC=C)C(=S)Nc1ccc(OC)c(OC)c1 | -1.0 | 7.6 | 4.4 | 0.4 | -3.4 | -1.1 | -13.4 | -9.4
CCOC(=O)c1ccc(OCCOc2ccccc2C)cc1 | 5.3 | -22.8 | 1.0 | -3.0 | -3.1 | -2.6 | 1.8 | -12.1
O=C(Cc1nc2ccccc2[nH]1)c1ccc([N+](=O)[O-])cc1 | -1.3 | -64.5 | 18.3 | 5.7 | -3.1 | . | 16.7 | 7.4
O=C(COC(=O)/C(=C/c1cccs1)c1cccs1)NC(c1ccccc1)c1ccccc1 | 3.2 | 39.8 | -17.0 | -6.6 | -4.3 | . | . | 93.4*
C=CCNC(=O)c1cnc2n(c1=O)CCS2 | -0.4 | 28.0 | 2.4 | 2.2 | 2.4 | -5.4 | -0.5 | -1.4
CCCNS(=O)(=O)c1ccc(CCC(=O)N2CCCC2)cc1 | . | -5.9 | 10.4 | . | 1.8 | . | 0.5 | 16.0
Cc1ccc(S(=O)(=O)CCC(=O)Nc2nc3c(s2)CCCC3)cc1 | -1.0 | -17.0 | 3.5 | 4.2 | 0.4 | 1.5 | -17.2 | .

The listing continues.
SMILES | Cneo AK release | LGR2 antag | INS-1E GSIS act | PglD inh | ARNT-TACC3 inh | Statin myotox sup | PGC1a acetyl inh | PAX8 inh HTS
CC1CCN(c2oc(-c3ccco3)nc2S(=O)(=O)c2ccccc2)CC1 | 0.0 | -1.0 | 3.1 | -0.3 | . | 12.7 | . | -2.3
CCCCN1C=C(C(=O)OC)C(c2ccccc2C(F)(F)F)C(C(=O)OC)=C1 | -1.3 | . | . | 7.3 | 1.1 | . | 0.0 | 5.4
O=c1c2ccccc2oc2ccc(NCCCN3CCOCC3)cc12 | -6.6 | . | . | 1.0 | -5.6 | 1.3 | 3.8 | -218.1
CCCCn1c(SCC(=O)N2CCN(c3ccccc3)CC2)nc2ccsc2c1=O | -2.3 | . | . | 3.7 | 1.4 | 6.8 | -32.4 | .
COc1ccc(C(c2nnnn2Cc2ccccc2)N2CCN(c3nc4ccccc4s3)CC2)cc1 (stereo unspecified) | -1.3 | 15.1 | -10.3 | -8.4 | 2.5 | 24.1 | -16.3 | .
COc1cccc(/C=N/Nc2nccnc2Cl)c1O | . | 75.6* | -2.0 | . | . | . | 36.2 | ?
COc1cc(C(=O)N/N=C/c2sccc2C)cc(OC)c1OC | . | 9.0 | 38.0 | . | -15.8 | . | 11.0 | 80.6*
COc1cc(NC(C)CCc2ccccc2)cc(OC)c1OC (stereo unspecified) | 0.5 | . | . | -3.0 | 8.8 | 0.0 | 0.7 | 17.4
C[C@H](CO)N1C[C@H](C)[C@H](CN(C)C(=O)Nc2ccccc2)Oc2ccc(NS(C)(=O)=O)cc2C1=O | 2.7 | 5.1 | 5.8 | 2.7 | . | -23.9 | 2.2 | -7.9
C[C@@H]1CN([C@H](C)CO)C(=O)c2cccc(NS(=O)(=O)c3ccccc3)c2O[C@@H]1CN(C)Cc1ccc(C(F)(F)F)cc1 | 2.4 | -2.0 | -27.5 | -1.1 | 1.2 | -26.8 | -13.3 | 10.6
N#C/C=C1/NC(=O)c2ccccc2S1 | 0.9 | . | . | -4.7 | -0.9 | 6.0 | -2.1 | .
CCNC(=O)C1(C)CCCN(C(=O)c2ccc(F)c(C)c2)C1 (stereo unspecified) | 0.1 | 12.1 | 10.9 | 4.0 | . | 0.8 | -0.3 | 3.1
Cc1ccc(N(C(=O)CCCC(=O)Nc2ccccn2)C(C(=O)NC2CCCC2)c2ccc(O)cc2)cc1C (stereo unspecified) | -0.6 | 8.8 | -13.8 | -8.4 | 5.4 | 3.4 | 0.0 | 24.5
Cc1cccc(N(Cc2cc3cc(C)ccc3[nH]c2=O)C(=O)c2cccs2)c1 | . | -6.9 | 10.9 | . | 21.4 | . | 13.7 | 8.8
CSc1ccc(-c2nc3cnccn3c2Nc2ccc3c(c2)OCO3)cc1 | 1.8 | . | . | 17.7 | 7.7 | 6.2 | -16.0 | .
O=C(NCCNc1ccccc1[N+](=O)[O-])c1ccccc1F | -1.6 | -47.6 | -3.9 | -2.9 | 4.9 | -16.0 | . | -151.5
CN1C(=O)c2cc(NC(=O)c3cscn3)ccc2OC[C@@H]2O[C@H](CC(=O)NCc3ccc(Cl)c(Cl)c3)CC[C@H]21 | 4.8 | 22.0 | -4.0 | -1.7 | 0.3 | -12.9 | -3.6 | 7.8
Cc1nn(-c2cccc(Cl)c2)c2nc(C(F)(F)F)[nH]c(=O)c12 | . | 7.4 | 4.8 | . | -4.1 | . | . | 0.1
Cn1c(=O)c2c(-c3ccccc3)n(-c3ccccc3Br)cc2n(C)c1=O | 4.8 | -26.9 | 7.8 | 1.2 | . | 18.6 | -1.1 | -3.2
O=C(NCC1CC1)[C@H]1[C@H](CO)[C@H]2Cn3c(ccc(-c4ccccc4)c3=O)[C@@H]1N2C(=O)C1CC1 | 0.6 | 13.3 | 3.1 | -0.2 | -15.2 | -28.1 | . | -7.7
O=C(c1ccncc1)N1CC[C@H]2[C@H](CO)Nc3ccc(Br)cc3[C@H]21 | -23.7 | 2.8 | -3.9 | -1.1 | 17.8 | 6.2 | 7.5 | 1.7
Nc1nc(-c2ccccc2)nc2sc3c(c12)CCCC3 | -11.3 | 14.8 | -3.6 | 2.9 | 3.7 | 4.5 | 0.9 | -140.8
CCCCn1c(CNC(=O)C23CC4CC(CC(C4)C2)C3)nnc1SCC(=O)Nc1nnc(C)s1 | 0.9 | -24.6 | -12.9 | -3.4 | -4.1 | -12.7 | -11.0 | -5.0
Cc1ccccc1NC(=O)COC(=O)c1ccc2nc(C)c(C)nc2c1 | 0.8 | -2.8 | -4.4 | -1.0 | 12.5 | -1.4 | . | 1.3
Cc1ccc(S(=O)(=O)N(C)C[C@@H]2Oc3ccc(NC(=O)Nc4c(C)noc4C)cc3CC(=O)N([C@@H](C)CO)C[C@H]2C)cc1 | -2.0 | 6.3 | 0.8 | 2.7 | 8.2 | 5.8 | 4.8 | -30.9
Cc1ccc2cc3cc(C(=O)NC4CCCCC4)oc3nc2c1 | -2.3 | -3.0 | 29.3 | 1.2 | -14.9 | -17.9 | -1.0 | -109.0
O=C(NC1CCCCC1)C(c1cccnc1)N(C(=O)c1csnn1)c1ccc(F)cc1 (stereo unspecified) | 2.4 | -14.7 | 7.5 | -4.0 | -0.8 | 16.0 | -3.5 | -3.2
O=C(Nc1ccc2c(c1)OCCO2)c1ccc(Cl)c(S(=O)(=O)N2CCCCC2)c1 | 5.2 | . | -17.2 | -0.9 | -4.1 | 10.0 | -10.8 | .

Ordered by value in ARNT-TACC3 inh (high to low): 3 from the list above.
mol	LGR2 antag	INS-1E GSIS act	PglD inh	ARNT-TACC3 inh	PGC1a acetyl inh
Cc1ccccc1NC(=O)COC(=O)c1ccc2nc(C)c(C)nc2c1	-2.8	-4.4	-1.0	12.5	.
COc1cc(NC(C)CCc2ccccc2)cc(OC)c1OC (stereo unspecified)	.	.	-3.0	8.8	0.7
CCCCn1c(SCC(=O)N2CCN(c3ccccc3)CC2)nc2ccsc2c1=O	.	.	3.7	1.4	-32.4

Source: PubChem
